PKA-R1A activ = activates the PKA-R1A holoenzyme complex; activation, % at 11.4 µM; hit rate 0.083% among 340,000; P00514+P68181; AID 504707; PKA-R1A dissociation, Cy5-IP20 fluorescence polarization; scaled: DMSO 0%, 113 µM cGMP 100%;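 active = percent activation above the mean of all tested compounds plus 3 SD, cut at about 19% in these data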;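 also: higher means more PKAc released from R1A so a rise in polarization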
HTR5A inv ctr = counter-screen for OPRM1-OPRD1 inverse agonists: human HTR5A inverse agonism. P47898. AID 504634. HTR5A cell line, luminescence. hit rate 0.083% among 340,000. inhibition, % at 9.3 µM; in the data active = inhibition mostly above about 23%, no sharp cut-off; inactive = mostly below about 18%;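 also: 0% = cells with DMSO and 100% = no-cell wells with DMSO; some compounds called inactive have numbers as strong as hits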
phage Ecoli inh = E. coli growth loss with phage present; growth absorbance; inhibition, % at 11.9 µM; hit rate 0.26% among 360,000; in the data active = inhibition above about 11%
AddAB inh = less growth of phage-infected E. coli with AddAB | E. coli expressing H. pylori AddAB, absorbance growth | inhibition, % at 11.9 µM | hit rate 0.29% among 330,000; in the data active = inhibition above about 12%;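 also: 0% = vehicle wells of infected cells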
OPRM1-OPRD1 ag = agonists of human mu-delta opioid receptor heterodimerization; P35372+P41143; cells, OPRM1-OPRD1 heterodimerization, luminescence; activation, % at 9.3 µM; hit rate 0.3% among 340,000; in the data active = activation above about 18%;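 also: 0% = vehicle-treated cells and 100% = reference agonist; values of inactives mirror those of a sister screen read the other way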
Target sequence (P35372 whole entry, looked up): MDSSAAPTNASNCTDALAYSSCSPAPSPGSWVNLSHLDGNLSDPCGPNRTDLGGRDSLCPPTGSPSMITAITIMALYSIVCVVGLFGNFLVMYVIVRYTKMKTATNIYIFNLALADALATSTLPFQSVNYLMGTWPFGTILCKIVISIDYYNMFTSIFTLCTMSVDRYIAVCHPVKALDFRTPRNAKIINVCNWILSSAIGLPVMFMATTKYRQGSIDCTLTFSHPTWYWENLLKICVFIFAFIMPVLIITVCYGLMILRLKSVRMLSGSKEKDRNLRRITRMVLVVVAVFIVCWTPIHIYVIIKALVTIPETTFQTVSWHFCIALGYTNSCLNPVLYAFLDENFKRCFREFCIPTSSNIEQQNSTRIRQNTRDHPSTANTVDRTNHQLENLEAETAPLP
Target sequence (P41143 whole entry, looked up): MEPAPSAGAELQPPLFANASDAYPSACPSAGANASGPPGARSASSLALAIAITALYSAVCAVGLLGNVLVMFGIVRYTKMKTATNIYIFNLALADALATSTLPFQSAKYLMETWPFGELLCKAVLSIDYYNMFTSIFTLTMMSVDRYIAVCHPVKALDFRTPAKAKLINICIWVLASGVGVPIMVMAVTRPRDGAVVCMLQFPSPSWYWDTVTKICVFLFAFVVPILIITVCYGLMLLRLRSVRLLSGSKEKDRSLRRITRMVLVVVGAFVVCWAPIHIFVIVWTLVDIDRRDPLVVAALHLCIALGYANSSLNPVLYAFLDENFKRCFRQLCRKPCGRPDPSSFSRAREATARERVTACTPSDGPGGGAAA
PfHsp90 set2 = inhibits growth of yeast expressing Plasmodium falciparum Hsp90; S. cerevisiae expressing PfHsp90, BacTiter-Glo ATP, 48 h; yeast lacking PDR1 and PDR3 efflux regulators; inhibition, % at 9.4 µM; hit rate 0.32% among 310,000;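 active = every replicate shows inhibition above about 80%, whatever the replicate mean, limit read from the data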;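 also: 0% = DMSO neutral controls and 100% = 20 µM radicicol positive controls; yeast relying on Plasmodium falciparum Hsp90 in place of its own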
E coli growth = counter-screen for AddAB inhibitors: E. coli growth inhibition; E. coli V3065 growth, OD600 absorbance, 18 h; hit rate 0.27% among 330,000; AID 449728; inhibition, % at 11.9 µM;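 active = inhibition above the campaign's mean inhibition across all tested compounds plus 3 SD, cut at about 9.9% in these data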;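 also: uninfected addAB+ strain grown without phage in ampicillin broth; 0% = DMSO wells and 100% = ciprofloxacin 0.95 µg/ml wells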
MOR-DOR inv ag = inverse agonist of human OPRM1-OPRD1 heterodimerization | AID 504357 | hit rate 0.21% among 340,000 | inhibition, % at 9.3 µM | cell-based MOR-DOR heterodimer luminescence, inverse agonism; in the data active = inhibition above about 22%, passing the limit was not always enough;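 also: 0% = cells with DMSO and 100% = wells without cells with DMSO; values of inactives mirror those of a sister screen read the other way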
Mot1-301 SUMO = blocks SUMOylation pathway, rescuing yeast Mot1-301 growth; S. cerevisiae Mot1-301 growth rescue, ATP luminescence, 38.5C; percent above DMSO median, 100 means doubled; growth rescue, % at 18.8 µM; hit rate 1% among 320,000; AID 2716;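 active = every valid replicate shows activation above 250% relative to neutral control wells; inactive = the rest, any valid replicate at or below 250%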;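 also: OY570 slx delta 5 strain wells were the positive control but not used for scaling; some compounds called inactive have numbers as strong as hits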
Tat export inh = inhibitors of E. coli Tat protein transport | E. coli MC4100 TorA-mCherry Tat export, fluorescence | inhibition, % at 10 µM | hit rate 0.036% among 340,000;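 active = mean replicate inhibition at least 50% and at least half of replicates individually reaching 50%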;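 also: exported cargo escapes ClpAP degradation while cytoplasmic cargo is degraded and loses fluorescence; 0% = median of neutral control wells and 100% = median of NaSCN control wells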
PKA-R2B act = activators of human PKA-R2B complex; P22694+P31323; PKA-R2B holoenzyme dissociation, Cy5-IP20 fluorescence polarization; R2B truncated from residue 108, S112A mutant; 0% DMSO only, 100% 113 µM cGMP; activation, % at 11.4 µM; hit rate 0.079% among 340,000; AID 504700;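 active = activation above a cutoff set at the mean over all compounds plus 3 SD, cut at about 18% in these data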;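 also: higher means more holoenzyme dissociation and a rise in polarization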
An asterisk follows results filed as active. Rows are unselected. Share with any hit: about 2.2%.

How did COc1cc(CN(C)CCc2ccccn2)cc(OC)c1OC do in these assays?
PKA-R1A activ: -7.5; HTR5A inv ctr: -19.9; phage Ecoli inh: -4.9; AddAB inh: 3.6; OPRM1-OPRD1 ag: -3.1; PfHsp90 set2: 25.8; E coli growth: -0.7; MOR-DOR inv ag: 13.3; Mot1-301 SUMO: -28.0; Tat export inh: -11.8; PKA-R2B act: -9.7

Results for Brc1ccccc1-c1nnc(COc2cccc3cccnc23)o1 ?
PKA-R1A activ: -8.7; HTR5A inv ctr: 5.2; phage Ecoli inh: 1.3; AddAB inh: 0.5; OPRM1-OPRD1 ag: 2.4; PfHsp90 set2: -0.5; E coli growth: -1.9; MOR-DOR inv ag: -13.7; Mot1-301 SUMO: -0.2; Tat export inh: -1.5; PKA-R2B act: -0.6

What do the screens show for `CC(=O)O[C@H](CC(=O)O)C[N+](C)(C)C`?
PKA-R1A activ: -5.7; HTR5A inv ctr: 8.7; phage Ecoli inh: 3.0; AddAB inh: -0.9; OPRM1-OPRD1 ag: 0.0; PfHsp90 set2: -2.8; E coli growth: -0.3; MOR-DOR inv ag: 0.1; Mot1-301 SUMO: 45.3; Tat export inh: -16.8; PKA-R2B act: -12.0

How did CCC(C)(C)n1nnnc1C(c1ccc2ncccc2c1)N1CCN2CCCC2C1 (stereo not given) do in these assays?
PKA-R1A activ: -14.2; HTR5A inv ctr: -4.0; phage Ecoli inh: 0.3; AddAB inh: -0.6; OPRM1-OPRD1 ag: -0.9; PfHsp90 set2: -7.6; E coli growth: -2.0; MOR-DOR inv ag: 5.2; Mot1-301 SUMO: -8.1; Tat export inh: -8.4; PKA-R2B act: -7.7

How did Cc1cc(OCc2cc(C(=O)N(C)Cc3ccccn3)no2)cc(C)c1Cl do in these assays?
PKA-R1A activ: 1.7; HTR5A inv ctr: -25.3; phage Ecoli inh: -1.1; AddAB inh: -0.1; OPRM1-OPRD1 ag: -1.1; PfHsp90 set2: -0.2; E coli growth: -3.0; MOR-DOR inv ag: 5.7; Mot1-301 SUMO: 328.9; Tat export inh: 8.1; PKA-R2B act: 0.5

How did CC(C)(CNC(=O)Cc1ccc(NS(=O)(=O)c2cccc(C(F)(F)F)c2)cc1)N1CCOCC1 do in these assays?
PKA-R1A activ: 0.8; HTR5A inv ctr: -8.9; phage Ecoli inh: 0.8; AddAB inh: 1.9; OPRM1-OPRD1 ag: 0.2; E coli growth: 1.4; MOR-DOR inv ag: -1.5; Mot1-301 SUMO: 1.9; Tat export inh: -8.1; PKA-R2B act: -5.5

What do the screens show for `COCCN(C(=O)CCC(=O)Nc1cc(C)on1)C(C(=O)NC1CCCC1)c1ccccc1F` (stereo not given)?
PKA-R1A activ: -0.7; HTR5A inv ctr: -3.2; phage Ecoli inh: 1.8; AddAB inh: 2.6; OPRM1-OPRD1 ag: 5.5; PfHsp90 set2: 3.8; E coli growth: -0.3; MOR-DOR inv ag: -41.5; Mot1-301 SUMO: -3.8; Tat export inh: -5.4; PKA-R2B act: 5.0

What do the screens show for `O=C(NCc1ccccc1)C1=C[C@@H](c2ccc(C(F)(F)F)cc2)C[C@@H](OCc2ccc(CO)cc2)O1`?
PKA-R1A activ: -9.7; HTR5A inv ctr: 11.6; phage Ecoli inh: 3.7; AddAB inh: 3.2; OPRM1-OPRD1 ag: 2.4; PfHsp90 set2: -5.7; E coli growth: -1.9; MOR-DOR inv ag: -13.1; Mot1-301 SUMO: 14.7; Tat export inh: -0.5; PKA-R2B act: -3.3

Results for O=C1/C(=C/c2ccc(N3CCCC3)cc2)NC(=S)N1C1CC1 ?
PKA-R1A activ: -1.5; HTR5A inv ctr: 17.1; phage Ecoli inh: 0.8; AddAB inh: 1.9; OPRM1-OPRD1 ag: 3.8; PfHsp90 set2: 13.4; E coli growth: -1.1; MOR-DOR inv ag: -22.2; Mot1-301 SUMO: 27.7; Tat export inh: 3.2; PKA-R2B act: -12.4

What do the screens show for `COc1ccccc1NC(=O)CSc1nnc(C2CCCCC2)n1-c1ccccc1`?
PKA-R1A activ: -6.1; HTR5A inv ctr: 3.9; phage Ecoli inh: 1.4; AddAB inh: 0.1; OPRM1-OPRD1 ag: -1.1; PfHsp90 set2: -10.9; E coli growth: 0.7; MOR-DOR inv ag: 5.6; Mot1-301 SUMO: 193.8; Tat export inh: 25.5; PKA-R2B act: 4.4

What do the screens show for `CC(C)C(C)NC(=O)COc1ccc([N+](=O)[O-])cc1Cl` (stereo not given)?
PKA-R1A activ: -2.9; HTR5A inv ctr: 7.3; phage Ecoli inh: 4.2; AddAB inh: 1.1; OPRM1-OPRD1 ag: 3.2; PfHsp90 set2: 13.6; E coli growth: -0.3; MOR-DOR inv ag: -22.8; Mot1-301 SUMO: 11.3; Tat export inh: -3.5; PKA-R2B act: -1.5

How did S=C(NCCc1ccccn1)NC1CCCCC1 do in these assays?
PKA-R1A activ: -9.4; HTR5A inv ctr: 9.8; phage Ecoli inh: 0.5; AddAB inh: 0.8; OPRM1-OPRD1 ag: -1.5; PfHsp90 set2: 9.4; E coli growth: 0.4; MOR-DOR inv ag: 8.0; Mot1-301 SUMO: 6.3; Tat export inh: -3.6; PKA-R2B act: -5.4

What do the screens show for `O=C(N1CCCCC1)N1CCN(c2ccc(Cl)cc2)CC1`?
PKA-R1A activ: 3.0; HTR5A inv ctr: 0.3; phage Ecoli inh: 1.9; AddAB inh: 0.5; OPRM1-OPRD1 ag: -1.0; PfHsp90 set2: 15.2; E coli growth: 0.8; MOR-DOR inv ag: 6.1; Tat export inh: -1.0; PKA-R2B act: -0.9

What do the screens show for `Cc1ccc(N(CCC#N)C(=O)COC(=O)c2ccccn2)cc1`?
PKA-R1A activ: -0.6; HTR5A inv ctr: -8.3; phage Ecoli inh: 3.0; AddAB inh: 2.6; OPRM1-OPRD1 ag: -2.4; PfHsp90 set2: -1.4; E coli growth: -0.3; MOR-DOR inv ag: 12.9; Mot1-301 SUMO: 15.6; Tat export inh: -7.4; PKA-R2B act: -1.1

How did Cc1cc(C)c(NC(=O)COC(=O)CCn2c(C)csc2=O)c(C)c1 do in these assays?
PKA-R1A activ: 1.4; HTR5A inv ctr: -16.5; phage Ecoli inh: 0.6; AddAB inh: 1.7; OPRM1-OPRD1 ag: -0.2; E coli growth: -0.7; MOR-DOR inv ag: 1.5; Mot1-301 SUMO: -5.0; Tat export inh: -4.9; PKA-R2B act: 9.9

How did O=C(Nc1ccc(S(=O)(=O)Nc2cnc3ccccc3n2)cc1)c1ccccc1Br do in these assays?
PKA-R1A activ: 1.2; HTR5A inv ctr: -15.7; phage Ecoli inh: 1.3; AddAB inh: 1.1; OPRM1-OPRD1 ag: -1.9; PfHsp90 set2: 13.8; E coli growth: -0.9; MOR-DOR inv ag: 12.1; Mot1-301 SUMO: 0.5; Tat export inh: -16.0; PKA-R2B act: -9.3

How did O=C(C[C@H]1C/C=C\C[C@H](NC(=O)OCC2c3ccccc3-c3ccccc32)C(=O)O[C@H](c2ccccc2)CNC1=O)N[C@H](CO)Cc1ccccc1 do in these assays?
PKA-R1A activ: -2.4; HTR5A inv ctr: -144.2; AddAB inh: -1.4; OPRM1-OPRD1 ag: 239.1*; PfHsp90 set2: -4.7; E coli growth: -2.6; MOR-DOR inv ag: inactive; Mot1-301 SUMO: 4.4; Tat export inh: 0.6; PKA-R2B act: -5.8

How did COc1ccc2c(c1)Cc1sc(NC(C)=O)nc1-2 do in these assays?
PKA-R1A activ: 2.1; HTR5A inv ctr: -36.3; phage Ecoli inh: 0.9; AddAB inh: 1.4; OPRM1-OPRD1 ag: -2.4; E coli growth: 0.1; MOR-DOR inv ag: 11.6; Mot1-301 SUMO: 8.6; Tat export inh: -6.1; PKA-R2B act: 9.0

How did CCCNC(=O)Cn1cnc2sc(C(=O)NCCCN3CCOCC3)c(C)c2c1=O do in these assays?
PKA-R1A activ: 7.0; HTR5A inv ctr: 17.1; phage Ecoli inh: 1.8; AddAB inh: 5.4; OPRM1-OPRD1 ag: -3.6; PfHsp90 set2: -20.7; E coli growth: 2.0; MOR-DOR inv ag: 18.3; Mot1-301 SUMO: 58.4; Tat export inh: 0.7; PKA-R2B act: -2.3

Results for COc1ccc(C(=O)NCC(=O)OCc2ccc(F)cc2Cl)cc1OC ?
PKA-R1A activ: 1.2; HTR5A inv ctr: -7.8; phage Ecoli inh: 2.7; AddAB inh: 1.1; OPRM1-OPRD1 ag: -1.3; PfHsp90 set2: 1.7; E coli growth: -0.3; MOR-DOR inv ag: 6.4; Mot1-301 SUMO: -6.8; Tat export inh: -3.4; PKA-R2B act: 1.8

How did COC(=O)COc1ccc(/C=C2\SC(=O)N(CC(=O)Nc3ccccc3F)C2=O)cc1 do in these assays?
PKA-R1A activ: -2.7; HTR5A inv ctr: 8.1; phage Ecoli inh: -0.1; AddAB inh: 0.1; OPRM1-OPRD1 ag: -0.4; PfHsp90 set2: 10.9; E coli growth: 0.6; MOR-DOR inv ag: 2.1; Mot1-301 SUMO: -1.6; Tat export inh: -2.0; PKA-R2B act: 0.5

How did O=C(CCN1C(=O)S/C(=C\C=C\c2ccccc2)C1=O)Nc1ccc(O)cc1 do in these assays?
PKA-R1A activ: 9.4; HTR5A inv ctr: 7.8; phage Ecoli inh: 1.3; AddAB inh: -0.1; OPRM1-OPRD1 ag: -0.5; PfHsp90 set2: -24.0; E coli growth: -2.9; MOR-DOR inv ag: 2.2; Mot1-301 SUMO: 2.7; Tat export inh: 2.2; PKA-R2B act: -5.3

Results for O=C(Cc1cccs1)NNC(=O)C12CC3CC(CC(C3)C1)C2 ?
PKA-R1A activ: -7.4; HTR5A inv ctr: -2.4; phage Ecoli inh: 1.2; AddAB inh: 1.2; OPRM1-OPRD1 ag: -1.6; PfHsp90 set2: 27.3; E coli growth: 2.4; MOR-DOR inv ag: 8.7; Mot1-301 SUMO: -9.1; Tat export inh: -20.7; PKA-R2B act: 2.7

What do the screens show for `Cc1ccc(/C(COc2ccccc2O)=N\O)cc1`?
PKA-R1A activ: 2.0; HTR5A inv ctr: 4.0; phage Ecoli inh: 2.0; AddAB inh: 1.5; OPRM1-OPRD1 ag: 0.3; PfHsp90 set2: 11.9; E coli growth: -2.0; MOR-DOR inv ag: -1.5; Mot1-301 SUMO: 1.8; Tat export inh: 1.1; PKA-R2B act: 5.3

How did CC/C(=N\NC(=S)Nc1cc(C)ccc1C)c1ccc(OC(F)F)cc1 do in these assays?
PKA-R1A activ: -12.3; HTR5A inv ctr: -5.2; phage Ecoli inh: 1.4; AddAB inh: 4.0; OPRM1-OPRD1 ag: 1.7; PfHsp90 set2: -14.5; E coli growth: 2.8; MOR-DOR inv ag: -9.8; Mot1-301 SUMO: 2.7; Tat export inh: 1.6; PKA-R2B act: -1.4

What do the screens show for `COc1cccc(CN2CCNC(=O)C2CC(=O)NCCCC2CCCC2)c1OC` (stereo not given)?
PKA-R1A activ: 1.6; HTR5A inv ctr: -7.5; phage Ecoli inh: 0.2; AddAB inh: 1.8; OPRM1-OPRD1 ag: -2.1; PfHsp90 set2: -5.4; E coli growth: -0.6; MOR-DOR inv ag: 10.6; Mot1-301 SUMO: -13.8; Tat export inh: 2.2; PKA-R2B act: 2.1

Screens: PubChem, several laboratories
